# Rat MKP-3 inhibitors – MKP-3 phosphatase inhibitors, primary screen, biochemical, rat enzyme, in vitro (AID 425) | recombinant MKP-3 phosphatase activity, fluorescence; higher % means a stronger effect | inhibition, % at 20 µM; hits with a dose series show IC50 in µM | hit rate 0.17% among 110,000; in the data active means inhibition above about 50%;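 further: plate controls were vehicle for no effect and reference inhibitor for full effect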
# Hsp70 inhibitors – Hsp70 inhibitors, probe displacement, primary screen, biochemical, fluorescence polarization (AID 583) | Heat shock 70 kDa protein 1A (Homo sapiens) | Hsp70 fluorescence polarization probe displacement, mP; higher % means a stronger effect | displacement, % at 20 µM; hits with a dose series show IC50 in µM | hit rate 0.06% among 140,000; in the data active means displacement above about 50%;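 further: plate controls were vehicle for no effect and reference ligand for full effect; a part of the inactive calls stands beside numbers as strong as those of hits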
# Numbers without * were called inactive; · = no result given; & = joins results of further samples.
SMILES,Rat MKP-3 inhibitors,Hsp70 inhibitors
CCOC(=O)N1CCN(C(=O)CSc2nnc(-c3cc(OC)ccc3OC)o2)CC1,6%,2.1%
COc1ccccc1C1/C(=C(/O)c2ccccc2)C(=O)C(=O)N1c1cccc(Br)c1 (stereo not given),4%,3.0%
COc1ccc(OC)c(/C=N\N2CCN(c3ccccc3)CC2)c1,1%,-3.1%
Cc1ccc(-c2noc(CN3CCN(c4ccccc4F)CC3)n2)cc1,-4%,0.2%
Cc1cccc(C)c1OCCn1nc(C(=O)O)c2ccccc2c1=O,·,0.2%
Cc1ccc(-c2ccc(OCC(=O)N3CCOCC3)cc2)cc1,4%&2%,4.1%&-2.3%
O=C(NCc1ccccc1)N1CCC(c2nc3ccccc3[nH]2)CC1,-6%,-2.1%
O=C(Nc1ccc(F)cc1F)c1ccco1,0%&-2%,-4.6%&-6.4%
CC(=O)Nc1ccc(Nc2ncnc3c2cnn3-c2ccccc2)cc1,-5%,5.9%
O=C(COc1ccccc1[N+](=O)[O-])Nc1ccc(OC(F)(F)F)cc1,3%,-0.9%
COc1ccc(C2CC(c3cccc(OC)c3)n3nc(N)nc3N2)cc1 (stereo not given),-9%,0.5%
CCN(CC)C(=O)CC(c1ccccc1)c1ccco1 (stereo not given),·,2.0%
CN(c1cccc(NC(=O)c2ccccc2N(C)S(C)(=O)=O)c1)S(C)(=O)=O,-6%,4.3%
O=C(NC1CS(=O)(=O)CC1NCc1ccccc1)c1ccccc1 (stereo not given),-9%,0.6%
CN(Cc1ccccc1)C(=O)c1cc2ccccc2o1,1%,6.0%&-0.4%
COc1ccc(C2C3=C(CC(C)(C)CC3=O)N(CCN3CCOCC3)C3=C2C(=O)CC(C)(C)C3)cc1,3%,7.9%
O=C(NCCN1CCN(S(=O)(=O)c2ccc([N+](=O)[O-])cc2)CC1)C(=O)Nc1ccccc1,3%,·
c1cnc(SCCCOc2ccc3ccccc3c2)nc1,·,2.9%
Cc1nc(NCCCn2ccnc2)c2oc3ccccc3c2n1,1%,-2.3%
CO/N=C(\C(=O)N[C@@H]1C(=O)N2C(C(=O)O)=C(COC(C)=O)CS[C@H]12)c1csc(N)n1 (stereo in doubt),·,2.2%
CCOCCCNC(=O)C1CCN(S(=O)(=O)CC)CC1,3%,4.5%
COc1ccc(NC(=O)Cc2ccccc2)cc1,·,0.9%
CCN(CC)C(=O)c1cnn(-c2ccccc2)c1NC(=O)c1cccc(F)c1,2%,1.9%&-2.7%
CC(=O)Nc1cc2c(=O)n(Cc3ccccc3)c(C)nc2cc1N1CCOCC1,-14%,-2.4%
Cc1ccc2cccc(OC(=O)c3ccc4c(c3)OCCO4)c2n1,-6%,-1.5%
Cc1ccc2cc(CCNC(=O)C(C)C)c(=O)[nH]c2c1,-1%,-0.2%
Cc1nc2ncnn2c(C)c1CCC(=O)Nc1ccc(S(=O)(=O)N2CCCCCC2)cc1,7%,4.4%
O=C(CN1CCOCC1)NCCNC(=O)c1ccccc1,1%,0.2%
CC(C)CNC(=S)NNC(=O)c1ccco1,·,-1.6%
Nc1nonc1/C(=N\OC(=O)Nc1ccccc1)N1CCOCC1,2%,-2.2%
O=C(CSc1cc(Cl)ccc1Cl)Nc1ccccc1[N+](=O)[O-],0%,-5.2%
CCC(C)(C)n1nnnc1CN1CCC(O)(c2cccc(C(F)(F)F)c2)CC1,·,-8.6%
O=C1C(Cl)=C(N2CCN(Cc3ccccc3)CC2)C(=O)N1c1ccccc1,-11%,-2.5%
Cc1nc(CSc2nnc3scc(-c4ccccc4)n23)cs1,-11%,-0.8%
COc1ccc(CNC(=O)c2ccc(NS(=O)(=O)c3c(C)noc3C)cc2)cc1,-2%,0.0%
CC(C)(C)C(=O)Nc1nc(C2CCCN2S(=O)(=O)c2ccc(Cl)cc2)cs1 (stereo not given),·,-2.7%
CCOc1cc(OCC)cc(C(=O)Nc2cc(-c3nc4ccccc4s3)ccc2Cl)c1,5%,2.0%
CC(C)N1C(C)CC(O)N1C(=O)CC#N (stereo not given),0%,4.4%
O=C(CSc1nc2ccccc2s1)Nc1cc2c(cc1Br)OCCO2,1%,-3.0%
COc1cccc(C(=O)Nc2ccc(N3CCN(Cc4ccccc4)CC3)cc2)c1,·,1.7%
CN1C(=O)N(C)C2(c3ccccc3)N(C)C(=O)NC12c1ccccc1 (stereo not given),-9%,0.2%
CCC(=O)N(c1ccc(F)cc1)C1C=CS(=O)(=O)C1 (stereo not given),-5%,-0.1%
Cc1ccc2c(c1)c(-c1ccccc1)nc1nnnn12,2%,-2.5%
CCCC(=O)Nc1cccc(NC(=O)c2cc(Br)ccc2I)c1,2%,-1.1%
CNC(=O)C(=O)NCCc1ccccc1,-1%,4.3%
Cc1cc(C)nc(SCCCCSc2nc(C)cc(C)n2)n1,3%,-4.0%
O=C(CS(=O)CC(=O)N(CC(=O)NC1CCCC1)C1CCCC1)Nc1ccc(F)cc1 (stereo not given),-14%,2.2%
COc1cccc(N2CCN(C3CC(=O)N(c4ccc(F)c(Cl)c4)C3=O)CC2)c1 (stereo not given),1%,1.4%
COc1ccc(-c2csc(-c3cc4ccccc4oc3=O)n2)cc1,1%,-7.1%
CN(C)c1cccc(C(=O)NCc2ccc(S(N)(=O)=O)cc2)c1,-3%,-2.4%
O=C1C2C3c4ccccc4C(c4ccccc43)C2C(=O)N1Cc1ccc(F)cc1 (stereo not given),0%,-4.0%
CC(C)Sc1nc(N2CCOCC2)c2c(c1C#N)CC(C)(C)SC2,5%,5.2%
OC(CNc1ccc(Br)cc1)COc1ccc(OCC(O)CNc2ccc(Br)cc2)cc1 (stereo not given),0%,3.3%
COc1ccc(CNC(=O)c2cccc(N3CCCC3=O)c2)cc1,8%,·
O=C(NC12CC3CC(CC(C3)C1)C2)N1CCC(C(O)(c2ccccc2)c2ccccc2)CC1,7%,2.1%
NC(=O)NC(Cc1ccccc1)C(=O)NCC1(N2CCCCC2)CCCCC1 (stereo not given),-2%,3.3%
CCC(C)NC(=O)c1c(F)c(F)c(F)c(F)c1F (stereo not given),·,4.1%
COc1ccc(CN(C(=O)c2cc3ccccc3oc2=O)C2CCCC2)cc1,·,5.3%
COc1cccc(CNC(=O)CN(C)S(=O)(=O)c2cnc[nH]2)c1,2%,-14%
N#CC1=C2SCCN2C(=O)C(C#N)C12CCCCC2 (stereo not given),-6%,-4.5%

# Record cards, as listed above. Screens in order: Rat MKP-3 inhibitors, Hsp70 inhibitors
# `O=C(NC12CC3CC(CC(C3)C1)C2)N1CCC(C(O)(c2ccccc2)c2ccccc2)CC1` reads 7%, 2.1%
# `COc1ccc(CN(C(=O)c2cc3ccccc3oc2=O)C2CCCC2)cc1` reads ·, 5.3%

# Later entries:
SMILES,Rat MKP-3 inhibitors,Hsp70 inhibitors
CCn1ncc(Cl)c1C(=O)Nc1ccncc1,-2%,-0.2%
COc1cc2c(cc1OC)-c1cc(NC3CCCCC3)nc(=O)n1CC2,-9%,1.1%
N=c1ccn(Cc2cccc(Cl)c2)cc1,-6%,2.4%
CCCc1cc(C(=O)Cc2nc3ccccc3s2)c(O)cc1O,·,1.8%
COc1ccc(C(=O)Oc2cccc3cccnc23)cc1Cl,-1%,2.5%
Cc1noc(C)c1CSc1nnc(-c2cc(Cl)ccc2Cl)n1N,-8%,-1.1%
CC(C)(C)c1nnc(NC(=S)Nc2ccccc2)s1,0%,2.0%
O=C(/C=C/c1cccc(Cl)c1)c1ccc2c(c1)OCCO2,7%,5.0%
CCn1c(SCc2ccc(C)cc2)nnc1-c1cnccn1,7%,1.8%
CC1(C)Cc2ccccc2C(NN=C2CCCCC2)=N1,-2%,0.1%
CNc1nn(-c2cccc(Cl)c2)nc1N,-8%,-6.2%
CC(C)COC(=O)c1nnsc1NC(=O)Nc1ccccc1,6%,2.4%
Cc1cccc(NC(=O)c2cnc3sccn3c2=O)n1,-8%,·
O=C1c2ccccc2C(=O)N1CNc1ccccc1,-4%,-0.3%
CN1CCN(c2ccc(NC(=O)Cc3ccccc3)cc2)CC1,-5%,0.4%
CC(=O)c1ccc2c(c1)Nc1ccccc1S2,5%,2.7%
COc1ccc(C2/C(=C(\O)c3ccc(C)cc3)C(=O)C(=O)N2c2ccc(O)cc2)cc1 (stereo not given),0%,2.3%
COc1cc(SC)ccc1C(=O)n1nnc2ccccc21,2%,-2.5%
Cc1ccc(N2CC(C(N)=O)CC2=O)cc1C (stereo not given),-2%,-0.4%
COc1ccc(OC)c(/C=C2\SC(=S)N(CCC(=O)O)C2=O)c1,3%,-6.2%
COc1cccc(N2C(=O)C(=O)/C(=C(\O)c3ccccc3)C2c2ccc(F)cc2)c1 (stereo not given),-4%,2.3%
O=C1c2ccccc2-c2onc3c(Br)cc(O)c1c23,88%*,12%
O=C(CCCOc1ccc(Cl)cc1Cl)NNC(=O)c1cccc(Br)c1,1%,2.4%
COc1cc(NC(=O)c2ccc(-c3cccc(Cl)c3)o2)ccc1NC(=O)c1ccco1,6%,0.4%
Nc1c(C(=O)NCc2ccco2)c2nc3ccccc3nc2n1CCc1ccc(F)cc1,·,-4.9%
CCN(CC)S(=O)(=O)N1CCC(C(=O)NCc2ccc(C)cc2)CC1,-3%,0.8%
O=C1CCC(C(=O)NC2(C(=O)NC3CCCCC3)CCCCC2)N1 (stereo not given),-5%,6.7%
Cc1ccc2cc(CCNC(=O)C3CCCC3)c(=O)[nH]c2c1,4%,1.4%
COc1ccc(C2CC(=O)c3cnc(Nc4cc(C)cc(C)c4)nc3C2)cc1 (stereo not given),·,2.4%
O=C(Cc1ccccc1[N+](=O)[O-])NCc1ccncc1,4%,3.4%
CCCCC(=O)Nc1sc(C(=O)N(CC)CC)c(C)c1C(=O)OC,·,2.2%
C=CCOc1ccc(/C(O)=C2/C(=O)C(=O)N(CCCN3CCOCC3)C2c2ccccc2)cc1 (stereo not given),-5%,-0.1%
COc1cccc(NC(=O)c2cc(C(=O)Nc3cccc(OC)c3)n(C)n2)c1,-2%,3.3%
O=C(NCCC1=CCCCC1)C1CCCN(c2nc3ccccc3o2)C1 (stereo not given),-1%,2.8%
CCCCS(=O)(=O)NC1=NCN(C2CCN(Cc3ccccc3)CC2)CN1,-9%,3.7%
N#C/C(=C/c1cc([N+](=O)[O-])ccc1Cl)C(=O)Nc1cccc(Br)c1,4%,-0.3%
CCOC(=O)c1c(NC(=O)Cc2cccs2)sc(C(=O)Nc2ccccc2F)c1C,0%,0.9%
Cc1nn(Cc2ccc([N+](=O)[O-])cc2)c(=O)n1N(C)c1ncc(C(F)(F)F)cc1Cl,·,3.8%
Cc1ccsc1C1NC(=O)c2c(sc3c2CCCC3)N1 (stereo not given),1%&2%,-6.7%&-2.7%
CCN(CC)C(=S)Sc1c(-c2ccccc2)c2cc(Cl)ccc2[nH]c1=O,·,-1.8%
CCCCOc1ccc(/C=C(/C#N)c2nc3ccc(C)cc3[nH]2)cc1OC,0%,-5.4%
COC(=O)c1ccc(C(=O)OC)c(NC2=NS(=O)(=O)c3ccccc32)c1,-7%,-4.4%
O=C1/C(=C\c2ccc([N+](=O)[O-])cc2)SC(=S)N1c1cccc(C(F)(F)F)c1,3%,0.4%
C=CCn1c(SCC(=O)NCCc2ccccc2)nnc1C(C)NC(=O)c1cccs1 (stereo not given),·,-6.4%
Cc1ccc(OCC(=O)Nc2cccc3c2CCCC3)c(Br)c1,0%,3.3%
NNC(=O)CN1C(CN2CCOCC2)=Nc2ccc(Br)cc2C1c1ccccc1 (stereo not given),4%,-3.3%
O=C(CN1C(=O)COc2ccccc21)N(Cc1ccccc1)Cc1ccccn1,5%,0.5%
COc1ccc(C2Nc3ccccc3C(=O)N2Cc2ccco2)cc1COc1ccc(Cl)cc1 (stereo not given),0%,-0.5%
Cc1ccc(/C(O)=C2\C(=O)C(=O)N(c3ccc(O)cc3)C2c2ccccc2)cc1 (stereo not given),1%,-3.0%
COC(=O)c1[nH]c2cc(OC)ccc2c1NC(=O)CCN1CCN(c2cccc(C)c2C)CC1,-10%,1.6%
COc1ccccc1N1CCN(C2CCN(S(=O)(=O)c3ccc4ccccc4c3)CC2)CC1,·,1.2%
COc1ccc(-c2cn3c(C)c(C(=O)NC(C)C)sc3n2)cc1,-13%,-2.2%

# Among those listed so far, 15 contain fluorine:
SMILES,Rat MKP-3 inhibitors,Hsp70 inhibitors
Cc1ccc(-c2noc(CN3CCN(c4ccccc4F)CC3)n2)cc1,-4%,0.2%
O=C(Nc1ccc(F)cc1F)c1ccco1,0%&-2%,-4.6%&-6.4%
O=C(COc1ccccc1[N+](=O)[O-])Nc1ccc(OC(F)(F)F)cc1,3%,-0.9%
CCN(CC)C(=O)c1cnn(-c2ccccc2)c1NC(=O)c1cccc(F)c1,2%,1.9%&-2.7%
CCC(C)(C)n1nnnc1CN1CCC(O)(c2cccc(C(F)(F)F)c2)CC1,·,-8.6%
CCC(=O)N(c1ccc(F)cc1)C1C=CS(=O)(=O)C1 (stereo not given),-5%,-0.1%
O=C(CS(=O)CC(=O)N(CC(=O)NC1CCCC1)C1CCCC1)Nc1ccc(F)cc1 (stereo not given),-14%,2.2%
COc1cccc(N2CCN(C3CC(=O)N(c4ccc(F)c(Cl)c4)C3=O)CC2)c1 (stereo not given),1%,1.4%
O=C1C2C3c4ccccc4C(c4ccccc43)C2C(=O)N1Cc1ccc(F)cc1 (stereo not given),0%,-4.0%
CCC(C)NC(=O)c1c(F)c(F)c(F)c(F)c1F (stereo not given),·,4.1%
COc1cccc(N2C(=O)C(=O)/C(=C(\O)c3ccccc3)C2c2ccc(F)cc2)c1 (stereo not given),-4%,2.3%
Nc1c(C(=O)NCc2ccco2)c2nc3ccccc3nc2n1CCc1ccc(F)cc1,·,-4.9%
CCOC(=O)c1c(NC(=O)Cc2cccs2)sc(C(=O)Nc2ccccc2F)c1C,0%,0.9%
Cc1nn(Cc2ccc([N+](=O)[O-])cc2)c(=O)n1N(C)c1ncc(C(F)(F)F)cc1Cl,·,3.8%
O=C1/C(=C\c2ccc([N+](=O)[O-])cc2)SC(=S)N1c1cccc(C(F)(F)F)c1,3%,0.4%

# Some of the compounds tested (hit frequency here may not be typical).
